Screening data from PubChem BioAssay.
GLA spleen mod: qHTS Assay for Inhibitors and Activators of Human alpha-Galactosidase From Spleen Homogenate | Potency, µM (series often up to 80 µM), for inactives: at the top dose activity change, negative = inhibition, usual class: inhibitors | 240,000 tested, 0.008% active | AID 2107, 2009 | human spleen homogenate, 4MU-alpha-Gal fluorescence, 40 min | Alpha-galactosidase A (Homo sapiens), P06280;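 further: 0% = enzyme with vehicle and -100% = no enzyme basal signal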
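Human spleen homogenate (1 ug) as enzyme source, 4-methylumbelliferyl-alpha-D-galactopyranoside 1 mM final, citrate/phosphate pH 5.0 with 0.01% Tween-20. Compounds 40 min at 37C, NaOH/glycine stop; fluorescence Ex 365/Em 440, Hill-fit AC50.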
ALDH1A1 block: qHTS Assay for Inhibitors of Aldehyde Dehydrogenase 1 (ALDH1A1); Potency, µM (highest dose often 75.3 µM), for the others: top-dose activity, negative = inhibition, actives largely listed as inhibitors; 220,000 tested, 7.3% active; Purified ALDH1A1, NADH fluorescence, propionaldehyde substrate; active means well fitted inhibition curve with a large enough effect, not every such curve was filed as active; inconclusive means small, poorly fitted or top-dose-only effect, or another doubt; inactive means no such curve, though single readings can be large or run the other way;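 further: plate controls were no enzyme wells and a reference inhibitor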
GoLoco inh red: qHTS Assay for Inhibitors of RGS12 GoLoco Motif Activity (Red Fluorophore); Gai1:RGS12 GoLoco peptide FP, rhodamine, 10 min; Potency, µM (highest dose often 61.6 µM), for the others: at the top dose activity, negative = inhibition, usual class: inhibitors; 230,000 tested, 0.44% active; AID 880, 2007; active means well fitted inhibition curve with a large enough effect, not every such curve was filed as active; inactive means no such curve, though single readings can be large or run the other way; further: on the % scale 0 is the no-effect control and ±100 the full control effect; nearly all actives have a fitted effect of over 30% in size; many of its hits are not listed in these tables
Target sequence (P63096 whole entry, looked up): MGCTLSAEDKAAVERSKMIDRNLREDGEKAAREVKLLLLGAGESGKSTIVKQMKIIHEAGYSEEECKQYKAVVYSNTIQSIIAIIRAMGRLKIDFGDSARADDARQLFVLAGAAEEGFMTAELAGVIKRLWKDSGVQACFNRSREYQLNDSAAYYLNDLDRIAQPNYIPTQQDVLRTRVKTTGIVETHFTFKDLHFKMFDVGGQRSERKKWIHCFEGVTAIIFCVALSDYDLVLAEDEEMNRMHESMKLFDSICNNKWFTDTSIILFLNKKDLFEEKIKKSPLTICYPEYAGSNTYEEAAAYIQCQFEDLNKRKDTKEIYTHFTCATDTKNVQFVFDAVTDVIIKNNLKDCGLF
SMN2 splice enh: qHTS Assay for Enhancers of SMN2 Splice Variant Expression. AID 1458, 2008. 210,000 tested, 2.8% active. Potency, µM (doses to about 46.1 µM), without a hit: at the highest dose activity change, positive = activation, hits mostly activators. HEK293 SMN2-luciferase splicing reporter, luminescence, 30-36 h; further: % of control where 0% means no effect; nearly all actives have a fitted effect of over 55% in size
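HEK293 cells carry an SMN2 minigene-luciferase reporter in which exon 7 inclusion puts luciferase in frame. Cells were seeded at 2000 cells/well, attached for 10-12 hours, then exposed to compounds for 30-36 hours at 37C before ONE-Glo luminescence.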
JMJD2E inh: qHTS Assay for Inhibitors of Human Jumonji Domain Containing 2E (JMJD2E) | JMJD2E catalytic domain, FDH-coupled NADH fluorescence (FDH is formaldehyde dehydrogenase) | Lysine-specific demethylase 4E (Homo sapiens), B2RXH2 | Potency, µM (top dose mostly 57.1 µM), for the others: top-dose activity change, negative = inhibition, hits mostly inhibitors | 230,000 tested, 1.6% active; active means well fitted inhibition curve with a large enough effect, not every such curve was filed as active; inconclusive means small, poorly fitted or top-dose-only effect, or another doubt; inactive means no such curve, though single readings can be large or run the other way;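 further: 0% = wells with enzyme and -100% = buffer wells without enzyme; nearly all actives have a fitted effect of over 50% in size; many of its hits are not listed in these tables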
Target sequence (B2RXH2 1-337 limits assumed): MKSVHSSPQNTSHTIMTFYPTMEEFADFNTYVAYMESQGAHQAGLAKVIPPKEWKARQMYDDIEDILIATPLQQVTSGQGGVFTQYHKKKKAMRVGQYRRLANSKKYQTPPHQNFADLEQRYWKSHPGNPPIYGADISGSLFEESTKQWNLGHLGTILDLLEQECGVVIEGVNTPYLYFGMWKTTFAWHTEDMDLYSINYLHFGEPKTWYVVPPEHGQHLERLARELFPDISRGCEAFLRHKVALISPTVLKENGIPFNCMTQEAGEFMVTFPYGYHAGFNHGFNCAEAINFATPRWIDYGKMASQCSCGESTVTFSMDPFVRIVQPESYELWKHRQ
GAA glycogen: qHTS Assay for Inhibitors and Activators of Human alpha-Glucosidase Cleavage of Glycogen; 300,000 tested, 0.38% active; recombinant GAA, glycogen substrate, Amplex Red glucose oxidase fluorescence; Potency, µM (titrated, usually from 76.4 µM), for inactives: top-dose activity change, negative = inhibition, most hits filed as inhibitors;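 further: 0% = full enzyme reaction and -100% = no-enzyme basal signal; the screen sought inhibitors and activators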
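Recombinant human alpha-glucosidase (4 nM final) hydrolysed bovine liver glycogen (30 ug) for 40 min at 37 C in pH 5.0 citrate/phosphate with 0.01% Tween-20. Released glucose detected by glucose oxidase/Amplex Red, Ex 573/Em 610 nm. Compounds up to 77 uM; AC50 from Hill fits.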
GAA inh: qHTS Assay for Inhibitors of Human alpha-Glucosidase as a Potential Chaperone Treatment of Pompe Disease | 200,000 tested, 0.005% active | Lysosomal alpha-glucosidase (Homo sapiens), P10253 | Potency, µM (titrated, usually from 76.9 µM), without a hit: at the highest dose activity change, negative = inhibition, actives largely listed as inhibitors | purified human GAA, 4-MU-alpha-glucoside fluorescence;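 further: plate controls were uninhibited enzyme wells for no effect and no-enzyme background for full effect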
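Human alpha-glucosidase, 4 nM, pre-mixed with test compounds before 400 uM 4-methylumbelliferyl substrate; 20 min room temperature at pH 5.0. Fluorescence read after pH 10 stop; AC50 values from Hill-equation fits.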
aGlu spleen mod: qHTS Assay for Inhibitors and Activators of Human alpha-Glucosidase From Spleen Homogenate. human spleen homogenate, 4-MU-alpha-glucoside fluorescence. AID 2112, 2009. Potency, µM (titrated, usually from 79.9 µM), for inactives: at the top dose activity change, negative = inhibition, usual class: inhibitors. Lysosomal alpha-glucosidase (Homo sapiens), P10253. 240,000 tested, 0.006% active;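 further: 0% = enzyme with vehicle and -100% = no enzyme basal signal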
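Compounds were titrated against alpha-glucosidase in spleen homogenate at pH 5.0, with 1 mM 4-methylumbelliferyl substrate for 40 min at 37 C. Reactions were quenched with pH 10 NaOH/glycine and fluorescence measured.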
Numbers without * were called inactive; ? = inconclusive; nt = not tested or not shown; & = joins results of further samples; [ ] = dose if it differs, or a comment. Unless noted, the call rests on the fitted dose curve; in most records, active means well fitted curve in the direction sought with a large enough effect; inconclusive means small, poorly fitted or top-dose-only effect, or another doubt; inactive means no such curve, though single readings can be large; an effect the other way counts as inactive or inconclusive. Potency means the concentration at half of the fitted maximal effect. This is a subset (hit frequency here may not be typical).

#	SMILES	JMJD2E inh	aGlu spleen mod	ALDH1A1 block	GoLoco inh red	GAA glycogen	GLA spleen mod	SMN2 splice enh	GAA inh
1	CCCCN(CCCNC(=O)c1c(C)cc(=O)oc1C)c1ccccc1	-8%	-1%	22µM*	4%	-14%	-8%	-21%	0%
2	Cc1nn(-c2cccc(Cl)c2)c2c1C(c1cccnc1)C(C#N)=C(N)O2 (stereo unspecified)	-25%	-13%	7.9µM*	5%	-14%	-2%	-22%	5%
3	CCOC(=O)c1c(NC(=O)COc2ccccc2)sc2c1CC(C)(C)NC2(C)C	?	4%	-10%	1%	2%	-16%	2%	-6%
4	CCN(CC)C(=O)c1ccc2c(c1)nnn2C	7%	-5%	11%	-1%	-4%	-6%	11%	-6%
5	Cc1c(CN2CCN(c3cccc(C(F)(F)F)c3)CC2)c(=O)n(-c2ccccc2)n1C	-1%	2%	?	1%	-3%	-3%	-30%	-4%
6	O=C(COc1ccccc1F)N1CCc2ccccc2C1	-14%	3%	-1%	5%	-8%	7%	nt	13%
7	COC(=O)c1ccc([N+](=O)[O-])cc1N1C(=O)C2C3CCC(C3)C2C1=O (stereo unspecified)	-2%	-5%	5%	-4%	-12%	3%	-8%	7%
8	CCOC(=O)c1c(C)cc(=O)oc1C	4%	4%	-2%	3%	0%	0%	7%	1%
9	CNc1ccccc(C(=O)/C=C/c2ccccc2OC)c1=O	?	-2%	10µM*	15%	-3%	1%	-24%	-7%
10	O=C(NC1(C(=O)NC2CCCCC2)CCCCC1)c1ccc2c(c1)OCO2	-1%	-7%	-1%	8%	5%	5%	-10%	2%
11	CCOCN(C(=O)Cn1c(CO)nc2ccccc21)c1c(C)cccc1CC	11%	4%	12%	nt	-4%	-5%	nt	-7%
12	COc1cccc([C@@H]2Oc3ccc(Br)cc3C[C@H]2OC(=O)Nc2cc(OC)c(OC)c(OC)c2)c1	6%	0%	-6%	-1%	nt	-4%	-9%	nt
13	O=S(=O)(Nc1ncccn1)c1ccc(-n2cnnn2)cc1	-27%	2%	4%	2%	25%	2%	8%	9%
14	Cc1nn(-c2ccccc2)c(Cl)c1/C=N/NC(=O)c1cccnc1	9%	1%	-8%	7%	-4%	-15%	?	6%
15	Cc1ccc(S(=O)(=O)NCC2CCC(C(=O)NCc3cccnc3)CC2)cc1 (stereo unspecified)	0%	4%	6.3µM*	10%	-10%	2%	-10%	-1%
16	N#Cc1c(N)nc2c(c1-c1ccc(F)cc1)CCC2	?	4%	nt	2%	4%	8%	nt	nt
17	O=c1c(-c2cccc(F)c2)nc2cncnc2n1C1CC1	nt	8%	-1%	-7%	nt	-3%	6%	nt
18	S=C(NC1CCCCC1)N1CCN(C2CCCCC2)CC1	-3%	0%	-8%	8%	-4%	-6%	0%	7%
19	O=S(=O)(Cc1ccccc1Cl)NCCc1ccccc1	9%	2%	7%	2%	-14%	-6%	23%	1%
20	COCCCN(Cc1ccccn1)S(=O)(=O)Cc1ccccc1	4%	-4%	-2%	8%	-9%	-5%	-2%	-4%
21	O=C(O)c1ccc(CSc2nnc(COc3ccccc3)o2)cc1	6%	4%	1%	-5%	-3%	0%	nt	-5%
22	COc1cc(OC)c2ccc(=O)oc2c1C(CC(=O)N1CCOCC1)c1ccc2c(c1)OCO2 (stereo unspecified)	?	3%&-10%	nt	-13%	4%	0%&-1%	nt	nt
23	COc1ccc(-c2nn3c(-c4ccccc4)nnc3s2)cc1	?	0%	?	29%	-10%	1%	19%	?
24	Cc1ccnc(NS(=O)(=O)c2ccc(N3C(=O)c4c(Cl)c(Cl)c(Cl)c(Cl)c4C3=O)cc2)n1	2%	1%	-7%	4%	10%	0%	12%	-10%
25	CC(=O)Nc1cc(C(=O)OCC(=O)c2ccc(Cl)cc2Cl)ccc1C	-3%	1%	-5%	-5%	-3%	2%	-7%	0%
26	O=C(NCCc1ccccc1)C(=O)c1c(-c2ccccc2)[nH]c2ccccc12	-12%	13%	0%	8%	3%	6%	-18%	-7%
27	O=C(NC(=S)N1CCOCC1)c1cc2ccccc2o1	-4%	3%	25µM*	6%	-11%	1%	nt	11%
28	c1ccc(-n2ncc3c(NCc4cccnc4)ncnc32)cc1	?	-9%	?	6%	-4%	?	38%	?
29	CCN(CC)c1ccc(NC(=S)NC(=O)Cc2ccccc2)cc1	1%	-8%	?	0%	-3%	-13%	-14%	-10%
30	CN(CC1CCOCC1)C(=O)CC1C(=O)NCCN1Cc1ccc(Cl)c(F)c1 (stereo unspecified)	-27%	3%	nt	-16%	9%	3%	nt	nt
31	N#Cc1cccnc1N1CCN(C(=O)c2ccco2)CC1	?	-13%	nt	5%	0%	2%	nt	nt
32	CCN(CC)S(=O)(=O)c1ccc(C(=O)Nc2nnc(COC)o2)cc1	-9%	nt	-5%	1%	-7%	-6%	-2%	-8%
33	O=C(CC1CCCCC1)NCCOc1ccccc1	4%	-14%	15%	1%	-4%	-2%	8%	2%
34	COc1cc2c(cc1N/C=C(\C#N)c1nc(-c3ccccc3)cs1)oc1ccccc12	6%	1%	4%	12%	5%	-7%	-5%	-28%
35	Nc1c(C(=O)NC2CCCC2)sc2nc(-c3cccs3)ccc12	?	-11%	?	15%	-18%	1%	20%	3%
36	Clc1cccc(Nc2ncnc3ccc(Br)cc23)c1	?	-4%	-8%	20%	3%	-5%	-12%	-19%
37	Cc1ccc(C(C)C)c(OCC(=O)OCc2c(C)noc2C)c1	1%	6%	15%	-4%	-16%	2%	-4%	-4%
38	CN(C)/C=C(\C(=O)c1cccc(Cl)c1)c1nnnn1-c1ccccc1	-1%	5%	nt	18%	7%	-5%	nt	nt
39	O=C(CSc1nnc(-c2ccc(F)cc2)o1)NC1CCCCC1	-9%	-8%	-12%	14%	-9%	-5%	nt	?
40	O=C(CN1C(=O)COc2ccc(S(=O)(=O)N3CCCC3)cc21)NC1CCCCCCC1	2%	2%	9%	4%	-5%	-2%	-5%	-1%
41	Nc1c(C(=O)O)sc2nc3c(cc12)CCCC3	-8%	4%	nt	3%	-7%	2%	nt	nt
42	O=C(O)c1cccc(NS(=O)(=O)c2cccc3nsnc23)c1	8%	-14%	4%	2%	7%	-16%	25%	-4%
43	CCCCNC(=O)C1CC(c2ccccc2[N+](=O)[O-])=NO1 (stereo unspecified)	-5%	-1%	1%	5%	-9%	5%	-6%	-4%
44	N#CC(=C=[N-])C1=C(C#N)C(c2ccccc2F)C([n+]2ccccc2)C(O)(C2CC2)N1 (stereo unspecified)	?	-2%	1%	40%[activator]	8%	2%	?	1%
45	O=C(NCC(=O)N1CCN(S(=O)(=O)c2cccs2)CC1)c1ccc(Cl)cc1	4%	2%	-4%	-2%	-17%	-1%	12%	-2%
46	Cn1c2ccccc2c2ncn(Cc3ccc(F)cc3)c(=O)c21	?	0%	?	11%	-2%	-1%	nt	-17%
47	COc1ccccc1CCn1c(=O)c(-c2cccc(F)c2)nc2cncnc21	nt	-6%	?	14%	nt	8%	nt	nt
48	CN(C)c1nc(OCCOC(=O)Nc2ccc(Cl)cc2Cl)nc(N(C)C)n1	3%	4%	-3%	1%	-3%	7%	-9%	-15%
49	COc1ccccc1N(CC(=O)N/N=C/c1ccc(SC)cc1)S(C)(=O)=O	?	-2%	-13%	4%	-3%	-1%	8%	-2%
50	COC(=O)C(Cc1cnc(Cl)s1)(C(=O)OC)c1ccc([N+](=O)[O-])cc1[N+](=O)[O-]	10%	1%	-4%	10%	-9%	-2%	-10%	?
51	Cc1ccccc1NC(=O)c1cc2ccccn2n1	4%	8%	nt	2%	-1%	-6%	nt	nt
52	O=C(CN1C(=O)NC2(CCCCC2)C1=O)Nc1ccc(S(=O)(=O)N2CCOCC2)cc1	4%	-7%	-6%	-6%	-9%	1%	5%	-22%
53	COc1ccc(NC(=O)CCN2CCN(S(=O)(=O)c3ccc(OC)cc3)CC2)cc1	3%	0%	-12%	2%	-14%	1%	-48%[inhibitor]	-1%
54	Nc1ccc2c(c1)OC1(CCCC1)O2	-16%	-12%	-8%	28%	31µM*	2%	-44%[inhibitor]	14%
55	Cc1nnc(SCC(=O)NC(C)(C)C)n1CCc1ccccc1	-8%	-2%	-1%	5%	3%	5%	-1%	-1%
56	CC(=O)C1C(c2ccc(F)cc2)C2C(C)=NN=C2CC1(C)O (stereo unspecified)	-2%	-6%	-7%	1%	-5%	7%	-37%[inhibitor]	-2%
57	O=c1cc(-c2ccccc2)oc2cccc(O)c12	-28%&1%	-1%&0%	-5%	1%&-7%	nt	-10%&0%	?	nt
58	COc1cnc(N(C)C)nc1Sc1cccc(Cl)c1	?	-3%	?	4%	-1%	15%	-8%	-3%
59	Cc1cc(NCc2ccccn2)n2c(nc3ccccc32)c1C#N	?	0%	?	10%	20%	1%	-8%	?
60	O=C1NC(c2ccccc2)=C(c2ccc3ccccc3n2)C(c2ccncc2)N1 (stereo unspecified)	5%	-7%	-6%	nt	6%	3%	nt	-1%
61	CCOC(=O)c1sc2ncnc(OC)c2c1C	-3%	13%	-2%	-2%	24%	17%	11%	0%
62	COc1ccccc1N1CCN(C(=O)c2cc(-c3cccc(Cl)c3)on2)CC1	4%	-6%	20µM*	0%	-2%	-3%	-12%	-5%
63	CC(Oc1ccc(Cl)cc1Cl)c1ccnc2nc(N3CCOCC3)nn12 (stereo unspecified)	?	-1%	?	18%	-25%	2%	-45%[inhibitor]	-1%
